Pol beta inh: blocks human DNA polymerase beta activity; hit rate 1.3% among 340,000; P06746; Pol beta primer extension/strand displacement, fluorescence kinetic; Potency, µM (highest dose often 114 µM), for the others: top-dose activity change, negative = inhibition, usual class: inhibitors; AID 485314; further: potency means the concentration at half of the fitted maximal effect; on the % scale 0 is the no-effect control and ±100 the full control effect
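Kinetic readout of DNA synthesis with strand displacement by Pol beta. Compound and 10 nM enzyme sit 15 min at room temperature; 50 nM substrate starts the reaction, read immediately and at 10 min.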
LDHA inh: LDHA (human) enzyme inhibition | purified LDHA, NADH/diaphorase-resazurin fluorescence; hits give low values | AID 1347041 | activity change, % (values are at about 110 or 230 µM) | hit rate 0.15% among 480,000; in the data active means activity change below about -30%; inconclusive means mostly about -25% to -30%;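 further: plate controls were DMSO wells for no effect and wells without enzyme for full effect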
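Human LDH5 (2 nM) was incubated with 0.06 mM NADH and 0.2 mM pyruvate for 5 min at room temperature in Tris pH 7.4. Remaining NADH was coupled through diaphorase/resazurin, and resorufin fluorescence was read at 0 and 20 min.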
POLH inh: blocks human DNA polymerase eta activity. recombinant Pol eta, fluorescent DNA replication assay. Potency, µM (series often up to 114 µM), without a hit: at the highest dose activity change, negative = inhibition, most hits filed as inhibitors. hit rate 1.2% among 390,000. AID 588591; further: potency means the concentration at half of the fitted maximal effect; on the % scale 0 is the no-effect control and ±100 the full control effect
Target sequence (Q9Y253 whole entry, looked up): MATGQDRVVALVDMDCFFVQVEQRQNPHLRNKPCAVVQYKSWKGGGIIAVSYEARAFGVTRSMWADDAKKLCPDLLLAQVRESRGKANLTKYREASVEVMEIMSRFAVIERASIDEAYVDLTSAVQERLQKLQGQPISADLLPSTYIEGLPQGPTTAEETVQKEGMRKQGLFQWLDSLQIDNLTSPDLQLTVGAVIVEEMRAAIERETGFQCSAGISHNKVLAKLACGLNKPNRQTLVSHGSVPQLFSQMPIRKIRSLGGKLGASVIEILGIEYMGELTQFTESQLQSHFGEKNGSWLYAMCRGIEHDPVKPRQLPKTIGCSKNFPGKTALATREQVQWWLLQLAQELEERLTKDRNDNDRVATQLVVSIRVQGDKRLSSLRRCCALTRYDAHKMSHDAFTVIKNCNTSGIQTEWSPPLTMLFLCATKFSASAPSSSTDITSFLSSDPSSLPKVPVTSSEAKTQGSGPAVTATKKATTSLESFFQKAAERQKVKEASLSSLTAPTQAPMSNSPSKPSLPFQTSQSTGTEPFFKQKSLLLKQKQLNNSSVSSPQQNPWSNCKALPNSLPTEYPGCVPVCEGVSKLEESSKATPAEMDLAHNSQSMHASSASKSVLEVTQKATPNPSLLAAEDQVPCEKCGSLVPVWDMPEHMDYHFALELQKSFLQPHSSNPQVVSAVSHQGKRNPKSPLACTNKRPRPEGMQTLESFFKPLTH
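Fluorescent replication assay: 50 nM final substrate added after a 15 min room-temperature compound preincubation with 10 nM enzyme. Signal taken at 0 min and again at 10 min.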
Anesthetic bind: binds horse apoferritin like a general anesthetic | P02791 | apoferritin/1-aminoanthracene competitive binding, fluorescence | Potency, µM (top dose mostly 77.5 µM), without a hit: at the top dose activity change, negative = displacement, usual class: inhibitors | hit rate 0.074% among 350,000; further: potency means the concentration at half of the fitted maximal effect; on the % scale 0 is the no-effect control and ±100 the full control effect; nearly all actives have a fitted effect of over 20% in size
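Apoferritin-based anesthetic binding model; compound displacement of fluorescent 1-AMA measured as endpoint fluorescence after 10 minutes at room temperature, scaled to free-ligand and complex controls.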
POLK inh: inhibitors of human DNA polymerase kappa; purified Pol kappa, fluorescent DNA synthesis assay, 10 min; hit rate 0.53% among 400,000; Potency, µM (top dose mostly 107 µM), for inactives: top-dose activity, negative = inhibition, actives largely listed as inhibitors; AID 588579; further: potency means the concentration at half of the fitted maximal effect; on the % scale 0 is the no-effect control and ±100 the full control effect
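Activity was followed as the change in fluorescence between reads at 0 and 10 min after starting the reaction with 50 nM substrate. Beforehand, 10 nM polymerase had been preincubated with compound for 15 min at room temperature.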
Pol iota inh: DNA polymerase iota (human) inhibition | hit rate 1% among 390,000 | Q9UNA4 | AID 588590 | Potency, µM (titrated, usually from 115 µM), for the others: at the highest dose activity, negative = inhibition, usual class: inhibitors | Pol iota fluorescent replication assay, 10 min; further: potency means the concentration at half of the fitted maximal effect
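Fluorescent replication assay read twice, at 0 min and 10 min after adding 50 nM (final) substrate. Enzyme (10 nM) and compounds were first incubated 15 min at room temperature; enzyme-free buffer wells were negative controls.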
BLM inh: blocks DNA unwinding by human BLM helicase | P54132 | recombinant BLM DNA unwinding, fluorescence dequenching | Potency, µM (titrated, usually from 56.1 µM), without a hit: at the top dose activity change, negative = inhibition, hits mostly inhibitors | hit rate 0.2% among 350,000 | AID 2528;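 further: potency means the concentration at half of the fitted maximal effect; plate controls were vehicle for no effect and no enzyme for full effect; nearly all actives have a fitted effect of over 35% in size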
APE1 inh: blocks human APE1 abasic DNA cleavage. Potency, µM (top dose mostly 65.8 µM), for inactives: at the highest dose activity change, negative = inhibition, actives largely listed as inhibitors. hit rate 0.35% among 350,000. recombinant APE1, TAMRA/BHQ-2 abasic DNA cleavage fluorescence. P27695;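 further: potency means the concentration at half of the fitted maximal effect; plate controls were vehicle for no effect and reference inhibitor for full effect; nearly all actives have a fitted effect of over 55% in size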
Target sequence (P27695 whole entry, looked up): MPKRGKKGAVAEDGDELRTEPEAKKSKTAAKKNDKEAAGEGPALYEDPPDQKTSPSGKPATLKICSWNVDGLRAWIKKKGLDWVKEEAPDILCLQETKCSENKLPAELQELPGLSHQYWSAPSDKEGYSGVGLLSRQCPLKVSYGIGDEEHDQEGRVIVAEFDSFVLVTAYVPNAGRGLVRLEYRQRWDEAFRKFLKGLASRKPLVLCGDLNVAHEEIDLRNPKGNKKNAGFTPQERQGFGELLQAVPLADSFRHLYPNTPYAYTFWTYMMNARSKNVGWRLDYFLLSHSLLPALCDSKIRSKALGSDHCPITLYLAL
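Endonuclease cleavage of a quenched abasic-site DNA duplex (50 nM) by APE1 (0.75 nM) was tracked by TAMRA dequenching. Compounds were preincubated with enzyme 15 min at room temperature; data normalized to buffer-only and DMSO wells plus NSC13755 control.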
Glioma ERSR ind: induces the endoplasmic reticulum stress response in human glioma cells. Potency, µM, for the others: top-dose activation, most hits filed as activators. AID 602332. U87-MG GRP78 promoter luciferase reporter, 16 h. hit rate 0.02% among 420,000; further: potency means the concentration at half of the fitted maximal effect; series mostly up to about 76 µM; % of control where 0% means no effect; nearly all actives have a fitted effect of over 35% in size
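Stably transfected U87-MG human glioma cells carrying a GRP78-based luminescent sensor were seeded at 1000 cells/well, pin-dosed with compounds and incubated 16 h. Luciferase reagent was then added, and end-point luminescence was read after 10 min at room temperature.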
Numbers without * were called inactive; ? = inconclusive; . = not tested or not shown; & = joins results of further samples; [ ] = dose if it differs, or a comment. Unless noted, the call rests on the fitted dose curve; in most records, active means well fitted curve in the direction sought with a large enough effect; inconclusive means small, poorly fitted or top-dose-only effect, or another doubt; inactive means no such curve, though single readings can be large; an effect the other way counts as inactive or inconclusive. Some of the compounds tested, so the mix of outcomes need not match the whole.

Below each SMILES – Pol beta inh	LDHA inh	POLH inh	Anesthetic bind	POLK inh	Pol iota inh	BLM inh	APE1 inh	Glioma ERSR ind
- CSCCC(NC(=O)c1ccccc1Br)C(=O)NNC(=O)C1COc2ccccc2O1 (stereo unspecified)
→ .	-2	-16%	.	0%	-3%	.	.	3%
- Cc1ccc(C)c(N2CCN(C(=O)Cc3cn(C)c4ccccc34)CC2)c1
→ 29%	5	-12%	0%	-27%	26%	-14%	-11%	0%
- Cc1cccc(Nc2c(F)c(F)c(F)c(F)c2C(=O)O)c1
→ 14%	-3	-21%	-9%	8%	22%	-5%	14%	-2%
- COc1ccc2c(c1OC)C(=O)N(c1ccc(F)cc1)C2
→ 40%	-9	14%	1%	-12%	7%	-21%	13%	0%
- N#CCc1nc2ccc(S(=O)(=O)N3CCOCC3)cc2s1
→ 1%	2	-7%	4%	-17%	?	-14%	-3%	-3%
- COC(=O)C1=C(C)N(c2cccc(OC)c2)C(=O)/C1=C\c1ccco1
→ -11%	-3	-17%	-7%	-8%	121%[activator]	-8%	-12%	0%
- CC(=O)c1cccc(NC(=O)CN2C(=O)C(=O)N(Cc3ccco3)C2=O)c1
→ .	0	14µM*	.	?	50µM*	.	-28%	-3%
- Cc1cc(/C=C(/C#N)c2nc3ccccc3[nH]2)c(C)n1-c1cccc([N+](=O)[O-])c1
→ 3%	-4	-10%	-22%	-4%	-7%	-6%	2%	-2%
- NC(=O)CSc1nnc(-c2ccc([N+](=O)[O-])cc2)o1
→ 24%	-1	-25%	-7%	3%	?	-5%	-1%	-3%
- COc1ccc(C(CNC(=O)c2ccc(-n3cnnn3)cc2)N2CCOCC2)cc1 (stereo unspecified)
→ 20%	-10	-8%	-13%	-8%	12%	1%	2%	-3%
- Cc1cc2cc(CNC(=O)c3ccc(S(=O)(=O)N4CCOCC4)cc3)ccc2n1C
→ ?	-3	-10%	?	-26%	?	-6%	-9%	-3%
- CCC(C)NC(=O)c1nn(Cc2ccccc2)c(=O)c2ccccc12 (stereo unspecified)
→ 20%	-4	-13%	-7%	-3%	12%	-3%	-5%	-2%
- O=C(Nc1ccccc1)Oc1ccccc1N1CCOCC1
→ 10%	-8	-11%	1%	1%	49%[activator]	0%	2%	2%
- COC(=O)c1cc(OC)c(OC)c(OC)c1N
→ ?	-4	-2%	1%	-2%	16%	1%	-1%	-2%
- C/C(=N/NC(=O)c1ccc(Br)s1)c1cccnc1
→ 6%	-3	-4%	?	-12%	-9%	-1%	38%	-1%
- COc1ccc(C(=O)O)cc1S(=O)(=O)N(C)CCc1ccccn1
→ -16%	-5	-6%	4%	-3%	-19%	-6%	4%	-4%
- O=C(Cn1cnc2ccccc21)N/N=C/c1cccc([N+](=O)[O-])c1
→ 38%	-1	-15%	-3%	-10%	131%[activator]	1%	22%	-4%
- COCC(C)NC(=O)c1noc2c1CCc1cc(OC)ccc1-2 (stereo unspecified)
→ 34%	16	-4%	-11%	-17%	4%	-3%	-4%	1%
- CC(=O)N(c1ccc2oc(=O)sc2c1)S(=O)(=O)c1ccccc1
→ 35%	-6	-8%	-14%	-6%	-17%	-3%	-1%	-5%
- O=C1CN(C(=O)c2ccccc2[N+](=O)[O-])C(c2ccccc2)c2cc(Br)ccc2N1 (stereo unspecified)
→ 24%	3	-21%	4%	4%	2%	-4%	1%	-3%
- Cc1ccc(CCNC(=O)C2CC(c3ccccc3[N+](=O)[O-])=NO2)cc1 (stereo unspecified)
→ 20%	-4	-10%	-21%	-18%	18%	-3%	2%	-1%
- Cn1cc(CNCc2ccc(-n3cccn3)cc2)c(-c2ccccc2F)n1
→ 14%	-9	1%	-14%	2%	64%[activator]	-4%	1%	-4%
- CCC(C)Nc1nnc(SCC(=O)c2c(N)n(C3CC3)c(=O)[nH]c2=O)s1 (stereo unspecified)
→ .	2	0%	.	2%	63%[activator]	.	4%	-2%
- COC(=O)C1=C(CS(=O)(=O)c2ccc(Cl)cc2)NC(=O)NC1c1ccc(O)c(OC)c1 (stereo unspecified)
→ 79%	-1	0%	-10%	4%	26%	0%	40%	-6%
- CCCNC(=S)NNC(=O)c1cc(C2CC2)nc2ccccc12
→ 2%	-1	-22%	-10%	-8%	32%	-2%	-3%	-2%
- Cc1cccc(C)c1NC(=O)C1(C)c2cccc[n+]2CC(=O)N1Cc1cccs1 (stereo unspecified)
→ 28%	-4	3%	-12%	2%	9%	3%	?	-3%
- O=C(CSc1nc(C(F)(F)F)cc(=O)[nH]1)NCc1ccc2c(c1)OCO2
→ .	-5	-9%	.	-38%	9%	.	?	-4%
- COc1cc(NC(=O)COC(=O)c2cc(S(=O)(=O)N3CCOCC3)ccc2F)cc(OC)c1
→ .	-8	-10%	.	-9%	18%	.	25%	3%
- O=S1(=O)CCC(NC(=S)Nc2ccccc2)C1 (stereo unspecified)
→ 12%	-9	-2%	20%	-7%	35%[activator]	-2%	3%	-6%
- O=c1[nH]c2cc([N+](=O)[O-])ccc2c2ccccc12
→ .	-5	-11%	.	-9%	9%	.	.	-3%
- CCCn1nnnc1SCC(=O)NCc1cccs1
→ 17%	-4	-9%	-9%	-1%	22%	-1%	0%	-2%
- CCOc1ccc(-c2ncncc2-c2ccc(OC)cc2)c(O)c1
→ 12%	0	-15%	-21%	-10%	22%	-9%	-2%	-2%
- CC(C)NC(=O)N1CCC(N2CCN(Cc3ccc(F)cc3)C(=O)C2=O)CC1
→ 4%	-1	-17%	37%[activator]	-9%[60.1 µM]	12%	-1%	.	-5%
- C=CCNC(=S)N1CCC(C(=O)c2ccc(OC)cc2)CC1
→ 4%	-7	5%	-7%	-2%	1%	-4%	1%	-1%
- Cc1cc(-c2sccc2Br)nc(-n2cccc2)n1
→ -20%	1	-15%	65%[activator]	79µM*	?	-10%	3%	8%
- CC(Cl)C(=O)Nc1ccccc1C#N (stereo unspecified)
→ 28%	-2	-22%	-7%	-3%	24%	1%	4%	-3%
- CNC(=O)C(=O)NCC1OCCN1S(=O)(=O)c1ccc(OC)c(OC)c1 (stereo unspecified)
→ 13%	-2	-15%	-5%	-25%	12%	0%	16%	-3%
- O=C(c1ccco1)[C@@H]1[C@@H]2C(=O)N(c3ccc(Br)cc3)C(=O)[C@@H]2C2c3ccccc3C=CN21 (stereo partly specified)
→ 19%	12	?	-6%	-10%	?	-20%	-3%	6%
- COc1ccccc1C1C(C(=O)c2cc3ccccc3o2)=C(O)C(=O)N1CCN(C)C (stereo unspecified)
→ -12%	0	?	-8%	-14%	0%	1%	-7%	-3%
- COc1ccccc1NC(=S)NC(=O)CCCOc1ccc(Cl)cc1Cl
→ -5%	-2	4%	-8%	-1%[60.1 µM]	10%	-9%	-10%	1%

The list goes on; the last 2 above are carried over.
Below each SMILES – Pol beta inh	LDHA inh	POLH inh	Anesthetic bind	POLK inh	Pol iota inh	BLM inh	APE1 inh	Glioma ERSR ind
- COc1ccccc1C1C(C(=O)c2cc3ccccc3o2)=C(O)C(=O)N1CCN(C)C (stereo unspecified)
→ -12%	0	?	-8%	-14%	0%	1%	-7%	-3%
- COc1ccccc1NC(=S)NC(=O)CCCOc1ccc(Cl)cc1Cl
→ -5%	-2	4%	-8%	-1%[60.1 µM]	10%	-9%	-10%	1%
- CCOc1ccc(CCNC(=O)Cn2nc(-c3ccc(C)cc3)ccc2=O)cc1OCC
→ 26%	-5	0%	-20%	-5%[60.1 µM]	-13%	-7%	.	-3%
- COc1ccccc1C(=O)Nc1cccc(SC)c1
→ -13%	-11	-16%	-15%	-18%	25%	-2%	-1%	10%
- Cn1c(=O)n(CCc2ccccc2)c(=O)c2c1nc1n2CCN1Cc1ccco1
→ 2%	-8	2%	-15%	-11%	8%	-3%	-1%	-2%
- CC(C)CN1CCN(Cc2ccc(Oc3ncccn3)cc2)CC1CCO (stereo unspecified)
→ -4%	-4	3%	-10%	-14%	-8%	-3%	2%	-1%
- O=C(COc1cc(Cl)ccc1Cl)Nc1nnc(CC(=O)N2CCOCC2)s1
→ 2%	-5	16%	-7%	0%	4%	0%	-1%	-2%
- CCn1c(SCC(=O)N2CCN(c3ccc(F)cc3)CC2)nnc1-c1ccncc1
→ 1%	-8	1%	-10%	-1%	-8%[58.9 µM]	0%	-1%	-3%
- COC(=O)c1sccc1S(=O)(=O)N(CC(=O)Nc1ccc(C)cc1)c1ccccc1
→ 4%	0	-27%	-23%	0%	26%	-5%	.	0%
- COC(=O)CSc1nc2c(c(=O)n(C)c(=O)n2C)n1CCCc1ccccc1
→ 1%	-2&-1	-12%	-5%	4%	-8%	-2%	-1%	-4%
- COc1ccc(CCNc2ncccc2C#N)cc1OC
→ -1%	-3	-10%	10%	-5%	16%	2%	8%	10%
- O=C(Nc1ccc(O)c(-c2nc3ccccc3o2)c1)c1ccc(Br)cc1
→ -13%	0	-11%	9%	-30%	-27%	-1%	.	-3%
- CC(Oc1cccnc1[N+](=O)[O-])C(=O)N1CCc2ccccc21 (stereo unspecified)
→ .	3	-4%	.	-12%	61%[activator]	.	-8%	-2%
- CNC(=S)N/N=C/c1cn(CCOc2ccc(OC)cc2)c2ccccc12
→ 33%	-4	-12%	38%[activator]	1%	-6%	-9%	-4%	0%
- COc1ccc(OC)c(S(=O)(=O)n2ccnc2C)c1
→ 9%	-4	-14%	-13%	-1%	8%	-1%	-4%	-4%
- COc1ccc(-c2nnc(SCc3cccc(Cl)c3)o2)cc1
→ 7%	-5	-20%	-7%	24%	11%	-10%	.	1%
- COc1ccc(S(=O)(=O)Nc2cc(OC)c(NC(=O)c3ccco3)cc2OC)cc1
→ 40%	12	10%	-13%	-5%	19%	-4%	-3%	-1%
- CC(NC(=O)CN(C)S(=O)(=O)c1ccc(Br)s1)c1ccccc1 (stereo unspecified)
→ 22%	0	-20%	-5%	-3%	-3%	-4%	77%	2%
- CCc1ccccc1NC(=O)C1(C)Cc2ccccc2C(=O)O1 (stereo unspecified)
→ 34%	-6	-11%	-3%	-5%	2%	-2%	.	-3%

Screening data: PubChem, National Center for Advancing Translational Sciences (NCATS)
